D3 ag – qHTS of D3 Dopamine Receptor Agonist: qHTS | D3R DiscoveRx beta-arrestin cells, luminescence, 90 min | max activation, % | 410,000 tested, 0.58% active | AID 652048, 2013; in the data active means max activation above about 30%; further: 0% is about no effect; mostly tested at two doses, the higher about 12 µM
Target sequence (P35462 whole entry, looked up): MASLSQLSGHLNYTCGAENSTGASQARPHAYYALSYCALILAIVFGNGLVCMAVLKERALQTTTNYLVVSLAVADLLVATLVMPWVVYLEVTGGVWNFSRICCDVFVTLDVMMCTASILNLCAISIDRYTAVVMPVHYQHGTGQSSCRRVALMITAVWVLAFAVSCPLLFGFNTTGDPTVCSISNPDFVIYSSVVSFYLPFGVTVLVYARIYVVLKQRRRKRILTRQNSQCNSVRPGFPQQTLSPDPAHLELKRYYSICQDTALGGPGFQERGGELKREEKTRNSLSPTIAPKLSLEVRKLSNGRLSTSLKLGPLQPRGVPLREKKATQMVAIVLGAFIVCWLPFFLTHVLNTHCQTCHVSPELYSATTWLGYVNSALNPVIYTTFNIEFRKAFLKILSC
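Agonist mode: compounds and dopamine controls were applied to plated cells for 90 min at 37 degrees C after an overnight attachment at 1500 cells/well. Luminescent read-out followed 30 - 60 minutes at room temperature with DiscoveRx detection reagent.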
GLP1R cytotox – qHTS of GLP-1 Receptor Inverse Agonists: Cytotox Screen; HEK293 cAMP-luciferase reporter cells, luminescence, 24 h; Potency, µM (titrated, usually from 38.3 µM), for the others: at the top dose activity change, negative = inhibition, most hits filed as inhibitors; 410,000 tested, 0.13% active; AID 624418, 2012;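 further: loss of luciferase light is scored as toxicity; potency means the concentration at half of the fitted maximal effect; on the % scale 0 is the no-effect control and ±100 the full control effect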
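To flag toxic compounds, the library was rerun on cells for 24 hr at 37 deg C and 5% CO2. Viability-linked luminescence was captured 12 min after adding luciferase detection reagent.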
KB-3-1 cytotox – qHTS assay for MDR1-selective chemotherapeutics: Primary screen using the parental adenocarcinoma cell KB-3-1; KB-3-1 viability, CellTiter-Glo ATP luminescence, 72 h; 400,000 tested, 1.4% active; Potency, µM (series often up to 46.1 µM), for the others: at the top dose activity change, negative = cytotoxic, most hits filed as cytotoxic; further: potency means the concentration at half of the fitted maximal effect; on the % scale 0 is the no-effect control and ±100 the full control effect; nearly all actives have a fitted effect of over 60% in size
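Using CellTiter-Glo luminescence, growth of non-resistant KB-3-1 adenocarcinoma cells is assessed 72 h after pin-tool compound addition at 37 °C. Normalized responses across the concentration series yield fitted curves.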
MCF10A rereplic – A quantitative high throughput screen for small molecules that induce DNA re-replication in MCF 10a normal breast cells | MCF 10A DNA re-replication, Hoechst nuclear intensity, 48 h | 350,000 tested, 2.9% active | Potency, µM (doses to about 46.1 µM), for the others: top-dose activity, positive = re-replication, usual class: activators; further: potency means the concentration at half of the fitted maximal effect; % of control where 0% means no effect; nearly all actives have a fitted effect of over 50% in size
HT1080NT lethal – qHTS for induction of synthetic lethality in tumor cells producing 2HG: qHTS for the HT-1080-NT fibrosarcoma cell line; HT-1080-NT fibrosarcoma viability, CellTiter-Glo ATP luminescence, 48 h; Potency, µM (titrated, usually from 46.1 µM), without a hit: at the top dose activity, negative = less viability, most hits filed as cytotoxic; 360,000 tested, 1.6% active; AID 686970, 2013;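 further: NT is the 2HG producing partner of a matched IDH1 knockdown line; potency means the concentration at half of the fitted maximal effect; 0% = DMSO-treated cells and -100% = media-only wells without cells; nearly all actives have a fitted effect of over 55% in size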
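Viability of the 2HG-overproducing fibrosarcoma line after 48 hours of compound exposure at 37 degrees C was determined by luminescence with CellTiter-Glo, and concentration-effect curves were then fitted and categorized.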
HT1080 IDH1KD tx – qHTS for induction of synthetic lethality in tumor cells producing 2HG: qHTS for the HT-1080-IDH1KD cell line | 360,000 tested, 2% active | HT-1080 IDH1 knockdown viability, ATP luminescence, 48 h | Potency, µM (top dose mostly 46.1 µM), for inactives: at the top dose activity, negative = toxicity, usual class: cytotoxic;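 further: potency means the concentration at half of the fitted maximal effect; 0% = DMSO wells and -100% = cell-free medium wells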
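IDH1KD HT-1080 cells, 750/well, RPMI + 5% FBS; compound pinned after 2 h settling; 48 h, 37 °C; CellTiter-Glo luminescence; % activity normalised to DMSO and no-cell wells; curves fitted, classed by r2 and efficacy.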
SW480 rereplic – A quantitative high throughput screen for small molecules that induce DNA re-replication in SW480 colon adenocarcinoma cells | Potency, µM (series often up to 46.1 µM), for the others: at the top dose re-replication activation, hits mostly activators | AID 624297, 2012 | SW480 DNA re-replication, Hoechst DNA content imaging, 48 h | 340,000 tested, 1.8% active; further: potency means the concentration at half of the fitted maximal effect; % of control where 0% means no effect; nearly all actives have a fitted effect of over 55% in size
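Image-based read-out: total Hoechst fluorescence of nuclei (405 nm excitation, 500-530 nm emission), with hits raising the fraction of high-intensity nuclei. SW480 colon cells incubated 48 hr with compounds at 37 C.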
KB-V1 cytotox – qHTS assay for MDR1-selective chemotherapeutics: Primary screen using the drug-selected MDR subline cells KB-V1; KB-V1 MDR cells viability, CellTiter-Glo, 72 h; Potency, µM (doses to about 46.1 µM), inactives show at the highest dose activity change, negative = cytotoxicity, actives largely listed as cytotoxic; AID 1347076, 2019; 400,000 tested, 3.4% active; further: potency means the concentration at half of the fitted maximal effect; on the % scale 0 is the no-effect control and ±100 the full control effect; nearly all actives have a fitted effect of over 60% in size
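qHTS viability screen in drug-selected KB-V1 MDR cells: 72 h compound treatment at 37 degrees C, ATP luminescence end point.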
IL-1B inflam inh – qHTS for Inhibitors of Inflammasome Signaling: IL-1-beta AlphaLISA Primary Screen. activity change, % at 57.5 µM. 360,000 tested, 4.7% active. THP-1 LPS/ATP IL-1B secretion, AlphaLISA, 16 h; hits give low values. AID 743279, 2014; in the data active means activity change below about -50%; inconclusive means mostly about -30% to -49%; further: on the % scale 0 is the no-effect control and ±100 the full control effect
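THP-1 cells pretreated 1 hr with compounds (up to 57.5 uM final), then stimulated with LPS (250 ng/mL final) plus ATP (1.25 mM final); secreted IL-1B measured by AlphaLISA after 16 hr, decreased signal indicating inhibition.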
* = called active by the depositor; ? = inconclusive; / = not tested or not shown; [ ] = remark or other dose. Unless noted, the call rests on the fitted dose curve; in most records, active means well fitted curve in the direction sought with a large enough effect; inconclusive means small, poorly fitted or top-dose-only effect, or another doubt; inactive means no such curve, though single readings can be large; an effect the other way counts as inactive or inconclusive.

SMILES	D3 ag	GLP1R cytotox	KB-3-1 cytotox	MCF10A rereplic	HT1080NT lethal	HT1080 IDH1KD tx	SW480 rereplic	KB-V1 cytotox	IL-1B inflam inh
Cc1cc(NC(=O)c2nn(C)c(C)c2Br)no1	-7	0%	20%	?	14%	13%	-6%	15%	7
O=c1[nH]cnc2sc3c(c12)CCN(Cc1ccccc1)C3	74*	2%	10%	-1%	6%	3%	-3%	10%	25
COC(CNC(=O)c1ccc(CS(=O)(=O)c2ccc(C)cc2)o1)OC	-13	-3%	3%	2%	-4%	-2%	2%	1%	23
COc1ccc2oc(N)nc2c1	-3	18%	4%	0%	-4%	-2%	-6%	-2%	-20
COC(=O)CSc1n[nH]c(-c2cccnc2)n1	4	-28%	3%	-16%	20%	0%	-11%	-1%	18
Cc1ccc(Cc2nc3ccccc3nc2SCC(=O)N2CCc3ccccc32)cc1	2	-1%	5%	/	/	/	/	3%	/
COC(=O)C1=C(CSc2nncn2C)NC(=O)NC1c1cc(C)ccc1C (configuration not stated)	-3	9%	16%	-1%	12%	5%[9.24 µM]	-6%	0%	-13
CCc1nn(CC(=O)NCCC(C)C)c(=O)c2cc3c(OC)cccc3n12	5	-8%	-2%	2%	10%	2%	1%	-5%	-1
CC(=O)c1ccc(S(=O)(=O)N(Cc2cc3cc4c(cc3[nH]c2=O)OCCO4)CC2CCCO2)cc1 (configuration not stated)	-15	10%	4%	?	0%	13%	-1%	-11%	-11
Cc1cc(C)c(-c2c(N)cc(Br)cc2Br)c(N)c1	-10	-25%	?	112%	?	?	?	?	2
CC[C@@]1(C(=O)OC)N[C@H](CN(C)C(C)=O)[C@@H]2C(=O)N(Cc3ccccc3)C(=O)[C@@H]21	6	0%	7%	5%	21%	14%	10%[9.22 µM]	15%	18
O=C(Cc1cccc(NC(=O)C2CCCN(C(=O)c3ccccc3)C2)c1)Nc1cccc(C(=O)N2CCOCC2)c1 (configuration not stated)	16	-4%	0%	3%	7%	3%	-12%	0%	-9
COCCCNc1ccn2nc(-c3cccc(OCc4ccccc4)c3)cc2n1	-4	-4%	-13%	/	?	?	/	0%	23
Nc1ccccc1NC(=O)c1ccccc1N	0	-2%	2%	7%	13%	12%	-9%	-1%	-11
Nc1cc2c(cc1C(=O)c1ccc(Cl)cc1)OCCO2	-6	-12%	?	11%	5%	-24%	0%	?	-2
C=CCSc1nc(-c2ccccc2)c(C#N)c(=O)[nH]1	4	8%	5%	2%	7%	5%	-3%	-8%	21
COc1ccccc1-c1cnc(C(O)c2ccc(Cl)c(Cl)c2)[nH]1 (configuration not stated)	6	3%	?	/	-27%	?	/	23µM*	-19
CC(C)Cc1cc(C(=O)N2CCC(N3CCC(C(=O)NC4CC4)CC3)CC2)n[nH]1	-5	25%	10%	-1%	10%	-10%	-3%	-5%	-9
Cc1nc2ccccc2c(=O)n1/N=C/c1cc(Br)ccc1O	17	5%	?	3%	?	?	21µM*	?	229
O=C(Cn1nnc2ccccc2c1=O)NCCc1ccc(Cl)cc1Cl	-2	3%	1%	4%	-2%	-2%	3%	-1%	-22
O=S(=O)([O-])CCC[n+]1c(SCCCS(=O)(=O)O)sc2ccc(Cl)cc21	7	-9%	44%	2%	8%	5%	-3%	14%	7
O=C(CCC(=O)c1ccc(F)cc1)NN1C(=O)NC2(CCCCC2)C1=O	7	29%	21%	-3%	1%	-8%	-1%	8%	12
Cc1ccnc(NC(=O)C23CC4CC(CC(C4)C2)C3)c1	-4	5%	1%	?	?	?	1%	-16%	-14
CCOc1ccc(C(=O)NCCn2cc(SCC(=O)Nc3ccc4c(c3)OCCO4)c3ccccc32)cc1	19	-17%	17%	/	/	/	/	?	/
CCOc1ccc(NS(=O)(=O)c2cc(C(=O)N3CC(C)OC(C)C3)ccc2C)cc1 (configuration not stated)	-4	13%	0%	0%	1%	7%	6%	-8%	14
Cc1ccc(NC2CCCN(C(=O)c3ccc4[nH]ccc4c3)C2)cc1C (configuration not stated)	4	-18%	4%	5%	3%	-8%	1%	?	0
CCOc1ccc(Cl)cc1CSc1n[nH]c(CC)n1	-3	7%	-8%	21%	15%	-25%	-2%	?	-15
C/C(=N\NC(=O)c1cc(C(C)(C)C)[nH]n1)C12CC3CC(CC(C3)C1)C2	4	-6%[0.307 µM]	-11%	3%	-22%	-22%	-10%	-4%	20
Cc1cc(OCC(=O)Nc2ccc(S(=O)(=O)N3CCN(C)CC3)cc2)ccc1Br	-2	2%	?	?	0%	1%	-8%	?	?
CC(C)COC(=O)N(C)C[C@H]1OCc2cn(nn2)CCCC(=O)N([C@@H](C)CO)C[C@@H]1C	-4	5%	0%	/	20%	23%	/	2%	-8

Continued.
Order of values – D3 ag | GLP1R cytotox | KB-3-1 cytotox | MCF10A rereplic | HT1080NT lethal | HT1080 IDH1KD tx | SW480 rereplic | KB-V1 cytotox | IL-1B inflam inh
- CCN1CCN(C(=S)Nc2ccc3nc(N4CCN(CC)CC4)cc(C)c3c2)CC1
→ -24 | ? | ? | ? | -22% | ? | ? | -5% | ?
- Cc1cc(C)cc(OCC(=O)NCC2(N(C)C)CCCCC2)c1
→ -13 | -8% | 2% | / | / | / | / | 16% | /
- CCn1nnnc1SCC(=O)Nc1ccc2c(c1)OCO2
→ 1 | -24% | 1% | 0% | 4% | 5% | -2% | 8% | -4
- Cc1cc(NC(=O)COC(=O)c2cc(S(=O)(=O)N3CCOCC3)ccc2N2CCCCC2)no1
→ 2 | 6% | 8% | ? | 11% | 12% | -7%[9.22 µM] | 5% | 12
- COc1cccc(CC(=O)Nc2sc3c(c2C(N)=O)CCCC3)c1
→ 8 | -10% | 9% | 22% | -26% | -19% | 1% | ? | 31
- Nc1cc(N)nc(SCC(=O)Nc2cccc(S(=O)(=O)N3CCCCC3)c2)n1
→ -1 | 15% | -17% | -2% | -4% | -2% | -10% | 0% | 31
- Cc1cc(NC(=O)CSCC(=O)Nc2ccc(C)c(C)c2)no1
→ -4 | 0% | 4% | -2% | 3%[9.24 µM] | 10% | -25% | ? | 2
- COc1ccc(N(CC(=O)NCCSCc2ccco2)S(=O)(=O)c2ccc(C)cc2)cc1
→ -7 | -11% | -12% | 11% | -17% | -15% | -16% | -18% | -9
- CC(C)(C)c1ccc(-c2nc3[nH]c(=O)cc(NC(=O)c4ccco4)n3n2)cc1
→ 0 | -2% | 24% | -1% | -2% | 6% | 5% | 0% | -9
- Cc1ccc(CN(CC(=O)NCCc2ccccc2)C(=O)CCCC(=O)Nc2cc(C)on2)cc1
→ 0 | 1% | -3% | 1% | -10% | -6% | 2% | -9% | 5
- CC(=O)Nc1ccccc1NC(=O)c1ccc(C)c(C)c1
→ -5 | 6% | 3% | 0% | 2% | 10% | 0% | -16% | -2
- O=C1C(=O)N(Cc2cccnc2)C(c2cccc(Br)c2)/C1=C(/O)c1ccc2c(c1)OCO2 (configuration not stated)
→ -8 | -2% | 27% | -26% | 0% | -1% | -25% | ? | 19
- CNC(=S)N/N=C/c1ccc(N2CCOCC2)s1
→ -2 | -29% | ? | ? | 4% | 0% | -2% | ? | -17

Entries above that have an aryl methoxy group (5):
Order of values – D3 ag | GLP1R cytotox | KB-3-1 cytotox | MCF10A rereplic | HT1080NT lethal | HT1080 IDH1KD tx | SW480 rereplic | KB-V1 cytotox | IL-1B inflam inh
- COc1ccc2oc(N)nc2c1
→ -3 | 18% | 4% | 0% | -4% | -2% | -6% | -2% | -20
- CCc1nn(CC(=O)NCCC(C)C)c(=O)c2cc3c(OC)cccc3n12
→ 5 | -8% | -2% | 2% | 10% | 2% | 1% | -5% | -1
- COc1ccccc1-c1cnc(C(O)c2ccc(Cl)c(Cl)c2)[nH]1 (configuration not stated)
→ 6 | 3% | ? | / | -27% | ? | / | 23µM* | -19
- COc1cccc(CC(=O)Nc2sc3c(c2C(N)=O)CCCC3)c1
→ 8 | -10% | 9% | 22% | -26% | -19% | 1% | ? | 31
- COc1ccc(N(CC(=O)NCCSCc2ccco2)S(=O)(=O)c2ccc(C)cc2)cc1
→ -7 | -11% | -12% | 11% | -17% | -15% | -16% | -18% | -9
